LMP1 NFkB inh – Epstein-Barr LMP1 NF-kappaB reporter inhibition. LMP1-induced NF-kappaB luciferase reporter cells, luminescence. inhibition, % at 12.5 µM. 0.69% of 350,000 active; in the data active means inhibition above about 41%;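 further: 0% = neutral control wells and 100% = reference inhibitor control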
TWEAK Fn14 block – TWEAK-Fn14 signaling inhibition; TWEAK-stimulated Fn14 reporter cells, luciferase luminescence, 8 h; inhibition, % at 10 µM; 2% of 360,000 active; AID 1159606; in the data active means inhibition above about 50%
NCOA3 inh – inhibitors of human steroid receptor coactivator 3 (SRC3); HEK293 GAL4-SRC3 luciferase reporter, luminescence; inhibition, % at 3.6 µM; 0.17% of 360,000 active; AID 588352;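 active means inhibition above a per-campaign cutoff, the mean of all compounds plus 3 SD, cut at about 60% in these data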;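 further: 0% = DMSO-treated cells and 100% = gossypol-treated cells at 36 µM; higher means less SRC3-driven luciferase light from the GAL4 reporter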
COUP-TFII inh – inhibitors of human COUP-TFII (NR2F2); P24468; HEK293T NGFI-A luciferase reporter, luminescence; inhibition, % at 8.6 µM; 0.7% of 370,000 active; AID 686940;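 active means inhibition above a per-plate cutoff, mean inhibition of test wells between control levels plus 3 SD, cut at about 38% in these data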;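 further: cells cotransfected with COUP-TFII expression vector driving the NGFI-A reporter; 0% = median of COUP-TF2 test wells and 100% = reporter-only cells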
Target sequence (P24468 whole entry, looked up): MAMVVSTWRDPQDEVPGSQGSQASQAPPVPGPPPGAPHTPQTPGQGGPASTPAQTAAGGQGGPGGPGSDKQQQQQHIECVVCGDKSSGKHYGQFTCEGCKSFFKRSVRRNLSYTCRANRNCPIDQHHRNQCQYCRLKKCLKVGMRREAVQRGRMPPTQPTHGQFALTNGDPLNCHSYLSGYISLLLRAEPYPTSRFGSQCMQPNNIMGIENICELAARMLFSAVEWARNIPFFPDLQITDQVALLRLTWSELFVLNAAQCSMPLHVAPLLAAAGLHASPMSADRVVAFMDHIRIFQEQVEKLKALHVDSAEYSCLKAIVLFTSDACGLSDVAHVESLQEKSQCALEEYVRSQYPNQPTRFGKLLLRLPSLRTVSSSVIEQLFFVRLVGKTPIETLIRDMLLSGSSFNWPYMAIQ
CF NFkB inh – inhibitors of cystic fibrosis induced NF-kB | inhibition, % at 5 µM | 0.86% of 360,000 active | KKLEB NF-kB-GFP reporter, PAF-induced, GFP fluorescence overnight;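 active means at least 50% inhibition at 5 µM, scaled per plate between neutral and stimulator controls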;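 further: PAF is a Pseudomonas aeruginosa culture filtrate used as stimulus; plate controls were PAF-stimulated DMSO wells for no effect and unstimulated DMSO wells for full effect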
KKLEB cytotox – counter-screen for CF NF-kB inhibitors: cytotoxicity | activity change (cytotoxicity), % at 5 µM | KKLEB CF airway cells viability, ATPlite luminescence, overnight; hits give low values; cells stimulated with P. aeruginosa culture filtrate | 0.36% of 360,000 active | AID 602141;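 active means corrected activity change at or below -50% at 5 µM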
C8 TRAIL sens – sensitizes caspase-8 expressing cells to TRAIL; inhibition (viability loss, TRAIL sensitization), % at 10 µM; AID 624354; 1% of 360,000 active; NB7+C8 cells + TRAIL, ATPlite viability luminescence;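 active means compounds causing at least 50% loss of cell viability in the single-dose screen, relative to plate controls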
Shn3 inh set2 – reduces Shn3 3'UTR luciferase signal in osteoblasts; Clone20 osteoblast Shn3 3'UTR firefly luciferase, 24 h; inhibition, % at 12.5 µM; 0.52% of 360,000 active; AID 588674;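 active means mean inhibition of at least 75% with every replicate also reaching 75%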;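 further: 0% = median of neutral control wells and 100% = pilot-screen positive control compound; some compounds past the cut are filed as inactive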
TROY signal inh – blocks TROY-dependent signaling in reporter cells. Q293 LMP1-TROYcd NF-kB luciferase reporter, 4 h. inhibition, % at 10 µM. 0.98% of 360,000 active;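 active means compounds whose plate-normalised and pattern-corrected inhibition of the luciferase reporter signal at the single screening dose is 50% or more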
SRC1 inh – inhibitors of human steroid receptor coactivator 1 (SRC1). 0.12% of 360,000 active. AID 588354. Q15788. inhibition, % at 3.6 µM. HEK293 GAL4-SRC1 luciferase reporter, luminescence;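 active means inhibition above the campaign mean plus 3 SD, with each screening campaign given its own cutoff, cut at about 60% in these data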;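 further: 0% = DMSO treated cells and 100% = gossypol at 36 µM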
NR5A2 inv ag – inverse agonists of human LRH-1 (NR5A2) | HEK293T StAR-luciferase reporter, LRH-1 transfected, 24 h | inhibition, % at 3.6 µM | 0.13% of 360,000 active;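 active means inhibition above the mean inhibition of all tested compounds plus 3 SD, cut at about 73% in these data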;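 further: 0% = DMSO wells and 100% = reporter-only cells lacking LRH-1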
Target sequence (O00482 whole entry, looked up): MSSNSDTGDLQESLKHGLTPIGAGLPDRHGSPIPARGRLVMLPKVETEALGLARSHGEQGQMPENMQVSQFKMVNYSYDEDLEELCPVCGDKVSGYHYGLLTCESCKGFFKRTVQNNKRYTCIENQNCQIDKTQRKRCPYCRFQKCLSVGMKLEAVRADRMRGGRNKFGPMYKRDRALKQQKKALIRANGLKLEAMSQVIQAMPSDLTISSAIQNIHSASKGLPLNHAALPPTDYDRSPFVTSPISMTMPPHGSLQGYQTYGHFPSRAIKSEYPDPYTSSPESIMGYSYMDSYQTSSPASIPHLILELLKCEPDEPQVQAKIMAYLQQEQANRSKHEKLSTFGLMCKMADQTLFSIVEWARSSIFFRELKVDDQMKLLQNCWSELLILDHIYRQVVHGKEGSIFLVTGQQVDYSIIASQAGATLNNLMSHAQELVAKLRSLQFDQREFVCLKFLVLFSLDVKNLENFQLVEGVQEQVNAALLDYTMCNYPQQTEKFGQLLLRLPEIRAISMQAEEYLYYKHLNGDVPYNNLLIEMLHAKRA
Active calls of the source: *. Some of the compounds tested, so the mix of outcomes need not match the whole.

What do the screens show for `CN(Cc1ccccc1)S(=O)(=O)c1cc2c3c(c1)CCN3C(=O)CC2`?
LMP1 NFkB inh: 4; TWEAK Fn14 block: 2; NCOA3 inh: 15; COUP-TFII inh: 1; CF NFkB inh: 13; KKLEB cytotox: 0; C8 TRAIL sens: -13; Shn3 inh set2: 8; TROY signal inh: -16; SRC1 inh: -5; NR5A2 inv ag: -13

What do the screens show for `NC(c1csc(Nc2ccc(C(=O)NCCCO)cn2)n1)c1ccccc1Cl` (stereo unspecified)?
TWEAK Fn14 block: -31; NCOA3 inh: -17; COUP-TFII inh: 4; CF NFkB inh: -46; KKLEB cytotox: 8; C8 TRAIL sens: -18; Shn3 inh set2: -2; TROY signal inh: -8; SRC1 inh: 0; NR5A2 inv ag: -9

How did Cc1cc(OCC(=O)OCC(=O)N2CCCc3ccccc32)ccc1Cl do in these assays?
LMP1 NFkB inh: 2; TWEAK Fn14 block: 16; NCOA3 inh: 9; COUP-TFII inh: 5; CF NFkB inh: 16; KKLEB cytotox: -15; C8 TRAIL sens: -3; Shn3 inh set2: -4; TROY signal inh: 5; SRC1 inh: 2; NR5A2 inv ag: 5

How did Cc1ccnc(NS(=O)(=O)c2ccc(NC(=O)CN3C(=O)c4ccccc4S3(=O)=O)cc2)n1 do in these assays?
LMP1 NFkB inh: 0; TWEAK Fn14 block: -3; NCOA3 inh: -16; COUP-TFII inh: -1; CF NFkB inh: 1; KKLEB cytotox: 8; C8 TRAIL sens: -10; Shn3 inh set2: 3; TROY signal inh: 0; SRC1 inh: -2; NR5A2 inv ag: 2

Results for CCc1c(C)sc(NC(=O)c2cc(C(C)C)on2)c1C#N ?
LMP1 NFkB inh: -8; TWEAK Fn14 block: -28; NCOA3 inh: -11; COUP-TFII inh: -18; CF NFkB inh: -1; KKLEB cytotox: -2; C8 TRAIL sens: 1; Shn3 inh set2: -10; TROY signal inh: -57; SRC1 inh: -13; NR5A2 inv ag: -49

What do the screens show for `CCC(=O)N/N=c1/sc2ccccc2n1C`?
LMP1 NFkB inh: -9; TWEAK Fn14 block: -25; NCOA3 inh: 8; COUP-TFII inh: 0; CF NFkB inh: -8; KKLEB cytotox: 9; C8 TRAIL sens: -3; Shn3 inh set2: 2; TROY signal inh: -16; SRC1 inh: -15; NR5A2 inv ag: 4

How did CCC(=O)c1ccc(Oc2nc3c(c(=O)n(C)c(=O)n3C)n2CC)cc1 do in these assays?
LMP1 NFkB inh: 36; TWEAK Fn14 block: 41; NCOA3 inh: 33; COUP-TFII inh: -6; CF NFkB inh: 37; KKLEB cytotox: -7; C8 TRAIL sens: 13; Shn3 inh set2: 7; TROY signal inh: 32; SRC1 inh: 25; NR5A2 inv ag: 1

Results for CCOC(=O)C(C(=O)OCC)C(C#N)c1ccccc1 (stereo unspecified) ?
LMP1 NFkB inh: -3; TWEAK Fn14 block: -4; NCOA3 inh: -2; COUP-TFII inh: -7; CF NFkB inh: 18; KKLEB cytotox: 4; C8 TRAIL sens: 2; Shn3 inh set2: -3; TROY signal inh: 21; SRC1 inh: 2; NR5A2 inv ag: -9

What do the screens show for `CCOC(=O)COn1c(=O)c(-c2cccs2)[n+]([O-])c2ccccc21`?
LMP1 NFkB inh: -5; TWEAK Fn14 block: -17; NCOA3 inh: -1; COUP-TFII inh: 13; CF NFkB inh: 3; KKLEB cytotox: -6; C8 TRAIL sens: -5; Shn3 inh set2: -15; TROY signal inh: -15; SRC1 inh: -4; NR5A2 inv ag: -9

How did COc1ccc(CC(=O)Nc2c3c(nn2-c2cccc(Cl)c2)CS(=O)C3)cc1 (stereo unspecified) do in these assays?
LMP1 NFkB inh: 1; TWEAK Fn14 block: -8; NCOA3 inh: -3; COUP-TFII inh: -6; CF NFkB inh: 6; KKLEB cytotox: 0; C8 TRAIL sens: -5; Shn3 inh set2: 18; TROY signal inh: 2; SRC1 inh: -6; NR5A2 inv ag: 4

How did CCc1noc(C)c1C(=O)N1CCN(S(=O)(=O)c2ccc(C)cc2)CC1 do in these assays?
LMP1 NFkB inh: -3; TWEAK Fn14 block: 0; NCOA3 inh: 4; COUP-TFII inh: 13; CF NFkB inh: 0; KKLEB cytotox: 0; C8 TRAIL sens: 2; Shn3 inh set2: -19; TROY signal inh: 10; SRC1 inh: 0; NR5A2 inv ag: -29

How did N#C/C(=C\Nc1ccccc1O)c1nc2ccccc2o1 do in these assays?
LMP1 NFkB inh: -1; TWEAK Fn14 block: 43; NCOA3 inh: -10; COUP-TFII inh: -13; CF NFkB inh: -17; KKLEB cytotox: 2; C8 TRAIL sens: 7; Shn3 inh set2: 21; TROY signal inh: 52*; SRC1 inh: -42; NR5A2 inv ag: -5

How did Cc1noc2ncnc(Oc3ccccc3)c12 do in these assays?
LMP1 NFkB inh: 4; TWEAK Fn14 block: -31; NCOA3 inh: 9; COUP-TFII inh: 13; CF NFkB inh: 4; KKLEB cytotox: -8; C8 TRAIL sens: -4; Shn3 inh set2: -8; TROY signal inh: -3; SRC1 inh: 0; NR5A2 inv ag: 4

Results for Cc1ccccc1CC(=O)c1ccc(O)c(C)c1O ?
LMP1 NFkB inh: -1; TWEAK Fn14 block: 6; NCOA3 inh: 6; COUP-TFII inh: 6; CF NFkB inh: -1; KKLEB cytotox: 12; C8 TRAIL sens: 0; Shn3 inh set2: -6; TROY signal inh: -2; SRC1 inh: 3; NR5A2 inv ag: -5

Results for CN(C)/C=C(\C(=O)c1ccccc1)c1nnnn1-c1ccc(F)cc1 ?
LMP1 NFkB inh: 7; TWEAK Fn14 block: 2; NCOA3 inh: 9; COUP-TFII inh: -7; CF NFkB inh: 0; KKLEB cytotox: 2; C8 TRAIL sens: 3; Shn3 inh set2: -27; TROY signal inh: 5; SRC1 inh: 0; NR5A2 inv ag: -1

Results for O=C(CNc1cccc2ccccc12)N/N=C/c1ccccn1 ?
TWEAK Fn14 block: 17; NCOA3 inh: -16; COUP-TFII inh: -21; CF NFkB inh: 4; KKLEB cytotox: 4; C8 TRAIL sens: -20; TROY signal inh: 41; SRC1 inh: -6; NR5A2 inv ag: -5

What do the screens show for `O=C(CCNC(=O)c1ccccc1Cl)Nc1ccncc1`?
LMP1 NFkB inh: 11; TWEAK Fn14 block: 14; NCOA3 inh: 10; COUP-TFII inh: -6; CF NFkB inh: -9; KKLEB cytotox: 1; C8 TRAIL sens: 2; Shn3 inh set2: 5; TROY signal inh: -14; SRC1 inh: -23; NR5A2 inv ag: 5

How did CC/C(C)=N/NS(=O)(=O)c1ccc(C)c([N+](=O)[O-])c1 do in these assays?
LMP1 NFkB inh: 0; TWEAK Fn14 block: -9; NCOA3 inh: 12; COUP-TFII inh: -14; CF NFkB inh: -26; KKLEB cytotox: 5; C8 TRAIL sens: -7; Shn3 inh set2: -3; TROY signal inh: -5; SRC1 inh: -8; NR5A2 inv ag: 7

What do the screens show for `O=C(O)[C@H]1CCCC[C@H]1C(=O)NCCc1ccccc1`?
LMP1 NFkB inh: 6; TWEAK Fn14 block: -4; NCOA3 inh: -4; COUP-TFII inh: -1; CF NFkB inh: 11; KKLEB cytotox: -30; C8 TRAIL sens: -5; Shn3 inh set2: 10; TROY signal inh: -9; SRC1 inh: -3; NR5A2 inv ag: -5

How did COc1ccc(OC)c(NC(=O)CSc2ncnc3sc(C)cc23)c1 do in these assays?
LMP1 NFkB inh: -3; TWEAK Fn14 block: -5; NCOA3 inh: -2; COUP-TFII inh: 6; CF NFkB inh: -13; KKLEB cytotox: -12; C8 TRAIL sens: -9; Shn3 inh set2: -41; TROY signal inh: -5; SRC1 inh: -8; NR5A2 inv ag: -10

How did Cc1cc(C)cc(N(CC(=O)NC2CCCCC2)C(=O)CCCC(=O)Nc2ccccn2)c1 do in these assays?
LMP1 NFkB inh: -3; TWEAK Fn14 block: 1; NCOA3 inh: 14; COUP-TFII inh: 7; CF NFkB inh: 2; KKLEB cytotox: 9; C8 TRAIL sens: 4; Shn3 inh set2: 5; TROY signal inh: -13; SRC1 inh: -14; NR5A2 inv ag: 3

Results for Cc1oc(-c2cccs2)nc1CN1CCC(c2ccccc2)CC1 ?
LMP1 NFkB inh: 10; TWEAK Fn14 block: -6; NCOA3 inh: -8; COUP-TFII inh: -14; CF NFkB inh: -4; KKLEB cytotox: -13; C8 TRAIL sens: 7; Shn3 inh set2: 53; TROY signal inh: 6; SRC1 inh: -64; NR5A2 inv ag: 8

Results for c1ccc(CCc2nn3c(Cn4cnc5ccccc54)nnc3s2)cc1 ?
LMP1 NFkB inh: 12; TWEAK Fn14 block: -1; NCOA3 inh: 10; COUP-TFII inh: -1; CF NFkB inh: -6; KKLEB cytotox: 11; C8 TRAIL sens: 1; Shn3 inh set2: 15; TROY signal inh: -11; SRC1 inh: 4; NR5A2 inv ag: 2

How did Cc1ccc(CN2CC(C(=O)N(Cc3nnc(-c4ccccc4Cl)o3)C3CC3)CC2=O)cc1 (stereo unspecified) do in these assays?
LMP1 NFkB inh: -8; TWEAK Fn14 block: 0; NCOA3 inh: 8; COUP-TFII inh: -12; CF NFkB inh: 26; KKLEB cytotox: -2; C8 TRAIL sens: 6; Shn3 inh set2: -10; TROY signal inh: 5; SRC1 inh: -13; NR5A2 inv ag: -25

Results for CCOc1ncccc1C(=O)Nc1cccc(C(=O)Nc2cccc(S(=O)(=O)CCO)c2)c1 ?
LMP1 NFkB inh: -2; TWEAK Fn14 block: 23; NCOA3 inh: 5; COUP-TFII inh: 0; CF NFkB inh: -10; KKLEB cytotox: 3; C8 TRAIL sens: 16; Shn3 inh set2: 8; TROY signal inh: 5; SRC1 inh: 1; NR5A2 inv ag: 24

What do the screens show for `O=C(CN(Cc1ccc(F)cc1)C(=O)c1ccco1)NCc1ccc(F)cc1`?
LMP1 NFkB inh: -1; TWEAK Fn14 block: 6; NCOA3 inh: 5; COUP-TFII inh: 1; CF NFkB inh: 9; KKLEB cytotox: -4; C8 TRAIL sens: 3; Shn3 inh set2: -3; TROY signal inh: -2; SRC1 inh: 3; NR5A2 inv ag: 4

How did NS(=O)(=O)c1ccc(NC(=S)NC(=O)c2cccnc2)cc1 do in these assays?
LMP1 NFkB inh: -6; TWEAK Fn14 block: -15; NCOA3 inh: 7; COUP-TFII inh: 7; CF NFkB inh: -8; KKLEB cytotox: 10; C8 TRAIL sens: -7; Shn3 inh set2: -9; TROY signal inh: -4; SRC1 inh: -10; NR5A2 inv ag: 0

Results for Clc1cccc(CNc2ccn3nc(-c4ccc(OCCN5CCOCC5)cc4)cc3n2)c1 ?
TWEAK Fn14 block: 50; NCOA3 inh: -3; COUP-TFII inh: 25; CF NFkB inh: 34; KKLEB cytotox: -23; C8 TRAIL sens: 25; Shn3 inh set2: 15; TROY signal inh: 17; SRC1 inh: 7; NR5A2 inv ag: 6

Assay outcomes (PubChem BioAssay)
